E-selectin induc – E-selectin induction in HUVECs, primary screen, imaging, HUVEC, immunofluorescence imaging, single point. normalized: neutral wells 0, TNF-alpha wells 100. activation, % at 7.58 µM. 0.37% of 260,000 active. AID 686992, 2013;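 active means mean E-selectin-positive cell signal at least 10% of the positive control, reached in at least 60% of replicates, without over 20% cell loss; inconclusive means no rule given, readout overlaps actives, possibly toxicity-flagged; inactive means the rest, including those meeting only one limit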;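 further: in these data hits start at about 27%; measured in HUVEC primary endothelial cells; signal is the percent of cells scored E-selectin positive by PE staining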
Target sequence (P16581 whole entry, looked up): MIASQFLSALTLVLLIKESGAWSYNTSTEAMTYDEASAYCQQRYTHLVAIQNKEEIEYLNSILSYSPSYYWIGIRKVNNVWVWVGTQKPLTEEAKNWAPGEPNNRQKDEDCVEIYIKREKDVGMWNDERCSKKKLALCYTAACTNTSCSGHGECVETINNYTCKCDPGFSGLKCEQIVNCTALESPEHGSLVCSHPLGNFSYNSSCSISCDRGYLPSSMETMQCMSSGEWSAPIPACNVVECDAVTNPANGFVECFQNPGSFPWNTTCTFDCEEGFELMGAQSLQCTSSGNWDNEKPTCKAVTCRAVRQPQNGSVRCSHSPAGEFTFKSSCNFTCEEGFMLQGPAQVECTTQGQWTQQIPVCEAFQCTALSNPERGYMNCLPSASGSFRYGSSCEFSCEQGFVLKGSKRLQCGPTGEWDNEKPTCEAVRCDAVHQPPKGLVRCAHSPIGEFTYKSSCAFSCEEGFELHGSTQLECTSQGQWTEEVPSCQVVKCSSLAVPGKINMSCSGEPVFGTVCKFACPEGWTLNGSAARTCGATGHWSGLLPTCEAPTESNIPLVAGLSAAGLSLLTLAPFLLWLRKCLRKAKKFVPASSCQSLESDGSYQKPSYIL
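System: HUVEC / Compound: single concentration / Signal: immunofluorescence imaging / Read-out: percent E-selectin-positive cells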
esBAF inh – Bmi1 luciferase reporter increase in mESCs, primary screen, esBAF inhibitor project, mouse ES cells, Bmi1 luciferase knock-in, single point; reporter increase, % at 12.5 µM; AID 602393, 2012; 24 h; 100% = twice the neutral-well signal; 2% of 350,000 active; in the data active means activation above about 40%; inconclusive means no clear call, values can overlap the other calls;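 further: 0% = median of the plate's neutral control wells and 100% = double that signal; a rise in the Bmi1 reporter signal indicates esBAF inhibition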
FN deposit inh – inhibitors of fibronectin matrix deposition, primary screen, AH1F cells, Alexa488-fibronectin fluorescence, plate reader; inhibition, % at 12.6 µM; AH1F fibroblasts, overnight; 0.086% of 350,000 active;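 active means mean inhibition across replicates of 30% or more, regardless of how many single replicates reach that level; inconclusive means mean under 30% yet at least half of replicates reach 30%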;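 further: positive control wells lacked labelled fibronectin entirely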
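Assay system: AH1F fibroblast monolayer, labelled fibronectin deposition. Amount: 10000 cells per well. Also added: labelled fibronectin 24 nM. Compound: single-point pinned compound. Incubation: cell attachment 1 h, compound and FN exposure overnight. Detection: fluorescence after three HBSS washes, excitation 485 nm, emission 525 nm. Read-out: inhibition of fibronectin deposition signal.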
EWS-Fli inh – EWS/Fli-driven NR0B1 reporter inhibitors, primary screen, A673 cells, NR0B1 luciferase, luminescence, MLPCN library | AID 651661, 2012 | viability-normalised | inhibition, % at 12.6 µM | 0.67% of 350,000 active;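 active means mean inhibition of at least 50% after viability correction, with every replicate also passing that limit; inconclusive means mean reaches 50% but only one of two replicates passes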;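 further: firefly luciferase signal divided by Alamar Blue viability fluorescence both relative to DMSO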
S100A4 MyoIIA – inhibitors of S100A4-myosin IIA peptide binding, primary screen, biochemical, fluorescence polarization, TAMRA-MyoIIA peptide; AID 652163, 2013; inhibition, % at 10.7 µM; Protein S100-A4 (Homo sapiens), P26447; 0.14% of 360,000 active;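 active means mean inhibition of at least 70% across replicates, with every replicate also reaching that level; inconclusive means mean inhibition reaches 70% but some replicates fall short; inactive means mean inhibition below 70%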
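assay system = human S100A4 monomer with TAMRA-labelled myosin IIA peptide | also added = labelled myosin peptide probe, 5 nM | incubation = 5 min between mix addition and reading | control set = DMSO and TFP controls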
RAD54 inh – inhibitors of human RAD54 branch migration, primary screen, biochemical, fluorescence, single point | DNA repair and recombination protein RAD54-like (Homo sapiens), Q92698 | RAD54 Holliday junction branch migration, FAM/BHQ fluorescence | inhibition, % at 10.4 µM | 0.14% of 360,000 active | AID 602329, 2012;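 active means mean normalized replicate activity at least 40 and at least half of replicates scoring 40 or more; inconclusive means only one of the two criteria met; inactive means mean below 40 and under half of replicates reaching 40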;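 further: 0% = median of neutral control wells and 100% = median of positive control wells; inhibitors cause a drop in the FAM fluorescence signal; in these data hits start at about 50%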
RAD52 anneal inh – RAD52 DNA annealing inhibitors, primary screen, biochemical, FRET, single point, set 2; DNA repair protein RAD52 homolog (Homo sapiens), P43351; recombinant RAD52 DNA annealing, FRET fluorescence; inhibition, % at 18.7 µM; 0.46% of 360,000 active;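 active means every replicate showing at least 50% inhibition; inconclusive means mean inhibition at least 50% but not in every replicate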
Target sequence (P43351 whole entry, looked up): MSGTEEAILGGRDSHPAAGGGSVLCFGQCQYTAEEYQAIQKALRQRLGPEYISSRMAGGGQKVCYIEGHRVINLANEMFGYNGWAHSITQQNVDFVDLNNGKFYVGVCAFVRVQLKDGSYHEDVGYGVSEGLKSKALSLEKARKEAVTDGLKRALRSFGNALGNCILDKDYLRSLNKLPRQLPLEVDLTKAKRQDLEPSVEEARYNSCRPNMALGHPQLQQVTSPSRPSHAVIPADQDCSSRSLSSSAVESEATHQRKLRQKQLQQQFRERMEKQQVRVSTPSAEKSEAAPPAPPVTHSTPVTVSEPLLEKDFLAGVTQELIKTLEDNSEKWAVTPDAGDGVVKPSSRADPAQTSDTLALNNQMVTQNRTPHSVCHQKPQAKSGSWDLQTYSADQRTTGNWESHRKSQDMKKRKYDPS
Xi reactivation – activators of inactive X chromosome reactivation, primary screen, imaging, XiGFP fibroblasts, GFP high-content imaging, set 2; 0.055% of 360,000 active; AID 743238, 2013; XiGFP mouse fibroblasts, % GFP-positive cells imaging, 3 d; cells co-treated with 5-aza-dC sensitizer; scaled so ellipticine positive control = 100%; activation, % at 7.58 µM;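 active means mean normalized replicate activation at least 10% and every replicate at or above 10%; inconclusive means only one of the two criteria met; inactive means mean below 10% and not all replicates reach 10%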;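 further: 0% = median of on-plate neutral control wells and 100% = ellipticine 6 µM median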
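System: 68-5-11 XiGFP fibroblast line; Timing: 3 days compound exposure; Compound dosing: one concentration, pinned; Benchmarks: positive control ellipticine, 6 µM final; Buffer or medium: DMEM containing 5-aza-dC.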
The depositor's hits bear a star; ? = inconclusive; nt = not tested or not shown; & = joins results of further samples.

SMILES	E-selectin induc	esBAF inh	FN deposit inh	EWS-Fli inh	S100A4 MyoIIA	RAD54 inh	RAD52 anneal inh	Xi reactivation
COc1ccc(/C=N/NC(=S)N[C@H]2CC3CCC2C3)cc1 (stereo not given in full)	0.9	nt	6	14	-2	-3	0	0.2
Cc1ccccc1-c1ccc([C@H]2[C@@H](CO)N3CCCCN(S(=O)(=O)c4cn(C)cn4)C[C@@H]23)cc1	-0.3	nt	nt	nt	-39	8	-3	0.2
CCN(CC)S(=O)(=O)c1ccc(-c2nnc(SCc3nnc(-c4ccccc4)o3)o2)cc1	nt	-2	-9	nt	-3	-9	8	nt
COc1cccc(-c2ccc3n(c2=O)C[C@H]2[C@H](CO)[C@@H](C(=O)NCC4CC4)[C@@H]3N2S(C)(=O)=O)c1	0.3	-2	-4	4	nt	-2	-4	0.4
CC(C)(C)OC(=O)CC[C@@]12N=C(c3ccc(OCCCO)cc3)O[C@@H]1c1ccccc1CN(Cc1ccccc1)C2=O	nt	nt	nt	2	-10	-9	14	nt
C[C@@H]1CCCCO[C@H](CN(C)S(=O)(=O)c2cccs2)[C@@H](C)CN([C@H](C)CO)C(=O)c2cc(NC(=O)C3CCCCC3)ccc2O1	0.0	-1&-2	2	6&1	-19&-6	2&7	-3&-28	0.1&0.0
COc1cc(/C(C)=N/NC(=O)CN2CCN(S(=O)(=O)c3ccc(C)cc3)CC2)ccc1O	0.1	3	3	-12	3	6	-6	-0.1
Cc1ccsc1C(=O)Nc1ccccc1N1CCCC1	0.2	-3	5	6	-9	-6	0	-0.1
COC(=O)CN1C(=O)[C@H]2[C@@H](C3CC3)N3C(=O)CN(CCO)C(=O)[C@@]3(Cc3ccccc3)[C@H]2C1=O	0.0	-5	-5	-8	-1	3	-14	0.0
Cc1noc(C)c1NC(=O)N(C)C[C@@H]1OCCCC[C@H](C)Oc2ccc(NC(=O)NC3CCCCC3)cc2C(=O)N([C@@H](C)CO)C[C@@H]1C	nt	-1	2	-3	-39	-8	-6	0.1
Brc1ccc(-c2nnc3sc(CNCc4ccc5c(c4)OCO5)cn23)cc1	2.3	-7	2	4	4	7	-9	0.2
CCc1cc(=O)oc2cc(C)c(CN3CCCC(C)C3)c(O)c12 (stereo not given)	nt	-4&3	-3	nt	-11	-7&-3	nt	nt

A section from the list above, for reference:
SMILES	E-selectin induc	esBAF inh	FN deposit inh	EWS-Fli inh	S100A4 MyoIIA	RAD54 inh	RAD52 anneal inh	Xi reactivation
C[C@@H]1CCCCO[C@H](CN(C)S(=O)(=O)c2cccs2)[C@@H](C)CN([C@H](C)CO)C(=O)c2cc(NC(=O)C3CCCCC3)ccc2O1	0.0	-1&-2	2	6&1	-19&-6	2&7	-3&-28	0.1&0.0
COc1cc(/C(C)=N/NC(=O)CN2CCN(S(=O)(=O)c3ccc(C)cc3)CC2)ccc1O	0.1	3	3	-12	3	6	-6	-0.1

(list continues)
SMILES	E-selectin induc	esBAF inh	FN deposit inh	EWS-Fli inh	S100A4 MyoIIA	RAD54 inh	RAD52 anneal inh	Xi reactivation
O=C(C[C@@H]1C[C@@H]2c3cc(NC(=O)c4ccc5c(c4)OCO5)ccc3O[C@@H]2[C@@H](CO)O1)NCc1ccc(Oc2ccccc2)cc1	-0.2	-23	31*	?	-7	1	5	0.8
Cn1c(=O)c([N+](=O)[O-])c(N2CCSCC2)c2ccccc21	-0.1	-7	-12	19	-19	4	-4	0.0
CCc1nc2ccc(C(=O)N3CCN(S(=O)(=O)CC)CC3)cn2c1N(CCC(C)C)CCN(C)C	1.5	5	-15	-2	8	0	-19	-0.1
CC(C)(C)OC(=O)N1CCC2CCN(S(=O)(=O)c3ccccc3)CC21 (stereo not given)	-0.2	nt	-7	0	-4	nt	-7	0.4
O=Cc1ccc(N2CCCC2)c([N+](=O)[O-])c1	nt	-1	nt	8	0	nt	9	0.0
CO[C@H]1CN(C)C(=O)c2cc(NS(=O)(=O)c3cn(C)cn3)ccc2OC[C@@H](C)N(Cc2cccc(F)c2)C[C@H]1C	-0.3	-3	-11	2	-2	3	8	0.3
COc1cccc(NC(=O)NNC(=O)C(C)Oc2ccc3ccccc3c2)c1 (stereo not given)	0.9	-5	-2	0	4	1	-3	0.5
O=c1cc(-c2ccccc2)[nH][nH]1	nt	4	nt	-4	7	0	-2	nt
Oc1ccc(/C=N/Nc2nc(-c3ccccc3F)nc3ccccc23)c(O)c1	nt	-5	-7	-10	-13	nt	-42	0.5
O=C(CN1C(=O)c2ccccc2C1=O)NCCc1c[nH]c2ccccc12	0.0	-3	-1	3	0	nt	6	0.0
O=C1Cc2cc([N+](=O)[O-])ccc2N1c1c(Cl)cccc1Cl	0.0	-8	8	10	-2	-2	-14	0.0
O=C(O)CSc1nnc(COc2cccc3ccccc23)o1	0.4	-8	3	3	-7	-4	-13	0.2
COc1ccc(CNC(=O)CN(c2ccc(OC)c(Cl)c2)S(=O)(=O)c2ccc(C)cc2)cc1	-0.2	1	5	nt	1	-14	-12	0.1
CCOCCCNC(=O)c1ccc2c(c1)ncn2-c1ccccc1OC	0.3	8	1	0	-8	1	-11	0.2
O=C(NCCc1cn2cccnc2n1)C1CCC(=O)N(Cc2ccccc2F)C1 (stereo not given)	0.3	-4	1	4	0	2	-2	0.0
CCOCCCn1c(SC(C)C(=O)NCC2CCCO2)nc2sc(C)c(C)c2c1=O (stereo not given)	-0.9	5	-7	2	-3	2	-28	0.0
O=C(CCCOc1ccc(Cl)cc1)NC1CCCCC1	0.8	-3	4	5	-4	-6	-12	0.0
C[C@@H](C(=O)NCCc1ccc(F)cc1)N1C(=O)N2CCc3c([nH]c4ccccc34)[C@@]2(C)C1=O	nt	-16	nt	-7	2	7	-16	nt
C/C=C/c1ccc2c(c1)O[C@@H](CN(C)C(=O)NCCC)[C@H](C)CN([C@@H](C)CO)S2(=O)=O	0.0	3	nt	-6	3	6	1	0.1
O=C(C[C@@H]1CC[C@H]2[C@@H](COC[C@H](O)CN2C(=O)C2CC2)O1)NCc1ccccc1Cl	-0.1	-3	-10	2	59	-1	-4	0.1
O=C(O)CC1CC(O)CCC1=O (stereo not given)	-0.2	nt	13	-6	2	nt	0	0.1
CO[C@@H](CN(C)C(=O)c1ccc2c(c1)OCO2)[C@@H](C)CN([C@H](C)CO)S(=O)(=O)c1ccc(C)cc1	0.0	-5	-2	-7	-5	1	4	0.0
C[C@@H]1CN([C@H](C)CO)C(=O)Cc2cc(NS(=O)(=O)c3ccc(Cl)cc3)ccc2O[C@H]1CN(C)Cc1ccccc1	-0.3	5	nt	5	5	-6	14	-0.5
CCOC(=O)C1=C(C)N(CCCC(=O)O)C(=O)NC1c1ccc(C(F)(F)F)cc1 (stereo not given)	0.8	nt	11	1	4	nt	-3	0.0
O=C(C[C@@H]1C=C[C@H](NC(=O)CCN2CCCCC2)[C@@H](CO)O1)Nc1ccccc1	-0.4	nt	nt	7	15	nt	3	0.2
COc1cccc(NC2c3ccccc3C(=O)N2Cc2ccccc2Cl)c1 (stereo not given)	0.2	nt	6	5	-5	7	-13	nt
C[C@@H]1CN([C@H](C)CO)C(=O)c2cc(C#C[C@@H](C)O)cnc2O[C@@H]1CN(C)Cc1cccc(F)c1	-0.4	3	-8	-2	3	9	15	-0.1
Cc1oc2c(O)c(O)ccc2c(=O)c1-c1ccc(Cl)cc1	nt	0	11	26	-3	5	-3	-0.1
COc1ccc(CCn2c(C)cc(C(=O)COC(=O)c3cnccn3)c2C)cc1	nt	0	-12	nt	-8	4	-17	0.1
C[C@H](CO)N1C[C@H](C)[C@@H](CN(C)C(=O)c2ccncc2)Oc2cc(/C=C/c3ccccc3)ccc2S1(=O)=O	0.4	2	nt	3	-15	6	17	-0.6
COc1cccc(CNC(=O)CCCCCn2c(=S)[nH]c3ccc(N4CCOCC4)cc3c2=O)c1	nt	nt	-4	7	4	nt	-10	0.2
CCCNC(=O)C1CC(=O)N(c2ccc(OCc3ccc(Cl)cc3)cc2)C1 (stereo not given)	nt	12	6	1	3	-1	-3	0.0
C[C@H](CO)N1C[C@H](C)[C@@H](CN(C)Cc2ccccc2)Oc2c(NC(=O)Nc3ccc4c(c3)OCO4)cccc2C1=O	0.1	23	nt	-22	9	19	3	0.0
CCOC(=O)[C@]12CCC=C1N(Cc1cccc3ccccc13)C(=O)[C@H](CC(=O)NCCCCc1ccccc1)C2	nt	nt	-8	11	-1	nt	-31	0.2
C=CCn1c(SCc2cc(=O)n3ccsc3n2)nc2cc(Cl)ccc2c1=O	nt	nt	-1	8	1	nt	-2	0.1
N#CC(=C1SC=CS1)c1nc(-c2ccccc2)cs1	nt	57*	nt	-38	-6	4	-39	nt
CCC(C)NC(=O)C1c2ccccc2Oc2ccccc21 (stereo not given)	-0.2	nt	-4	7	2	nt	-15	0.1
CCOc1ccccc1C(=O)NCC(=O)N1CCC(C)CC1	-0.2	17	-2	-10	-3	9	-8	0.3
c1ccc(-c2cn(-c3ccccc3)c3[n+]2CCS3)cc1	3.0	-12	-69	14	5	-3	-1	0.1
CC(c1ccncn1)N(C)Cc1nc(-c2ccc(C(F)(F)F)cc2)no1 (stereo not given)	2.7	0	-12	-6	-3	-8	-15	0.2
CC(OC(=O)CNC(=O)c1ccco1)C(=O)N(C)c1ccccc1 (stereo not given)	nt	nt	12	5	0	nt	-10	0.1
NC(=O)C1CCN(Cc2nnnn2Cc2ccco2)CC1	nt	0	9	nt	-3	-8	-12	nt
COCCN(C(=O)COC(=O)c1ccc2ccccc2c1)c1c(N)n(Cc2ccccc2)c(=O)[nH]c1=O	0.1	-4	0	4	-4	11	-24	0.0
COC(=O)c1ncn(C2OC(COC(C)=O)C(OC(C)=O)C2OC(C)=O)n1 (stereo not given)	nt	nt	0	8	-1	nt	-8	0.1
Cc1ccc(NC(=O)/C(C#N)=N/Nc2ccc(C(=O)O)cc2)c(C)c1	-0.3	nt	3	6	-2	2	-15	0.0
COCC(=O)N1[C@H](CO)[C@@H](c2ccccc2)[C@H]1CN(C)C(=O)c1cccnc1	0.2	-3	-12	-4	4	7	8	0.2
C[C@H](NC(=O)C[C@@H]1C[C@H]2c3cc(NS(C)(=O)=O)ccc3O[C@H]2[C@@H](CO)O1)c1ccccc1	-0.2	2	-8	6	2	3	-6	4.1
CN(C)NC(=O)C(NC(=O)c1ccc(N)cc1)C12CC3CC(CC(C3)C1)C2 (stereo not given)	nt	-1	-3	nt	nt	-1	nt	0.0
COc1cccc(N2CCN(S(=O)(=O)c3cc4c(cc3Cl)NC(=O)CO4)CC2)c1	-0.1	1	-3	5	2	4	-3	-0.2

Bioassay records: PubChem BioAssay, Broad Institute
